High-throughput results (PubChem BioAssay)
P. falciparum M1AAP – malaria alanyl aminopeptidase activity blockers – biochemical, fluorogenic H-Leu-NHMec substrate, 1536-well (AID 1445). hit rate 0.42% among 220,000. inhibition, % at 30 µM; hits with a dose series show IC50 in µM. recombinant M1AAP, H-Leu-NHMec fluorogenic kinetic assay; higher % means a stronger effect;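 active means primary inhibition above the hit cutoff, then over 50% inhibition at one or more dose response concentrations, cut at about 23% in these data, passing the limit was not always enough; inconclusive means conflicting primary data, or primary hits not chosen for dose response; inactive means low primary inhibition, or under 50% at every dose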;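 further: plate controls were DMSO full reaction for no effect and no enzyme background for full effect; strong numbers were not always called active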
PMI inhibitors – MPI enzyme activity inhibition – biochemical, fluorescence intensity, coupled assay, primary screen (AID 1209); purified PMI enzyme, coupled fluorescence intensity; higher % means a stronger effect; inhibition, % at 20 µM, or IC50 in µM where a hit was titrated; hit rate 0.42% among 190,000;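 further: plate controls were DMSO vehicle for no effect and wells lacking substrate for full effect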
PMI inhibition – MPI inhibition at elevated mannose 6-phosphate – biochemical, fluorescence intensity, high mannose 6-phosphate, primary screen (AID 1220); recombinant PMI enzyme, coupled fluorescence intensity; higher % means a stronger effect; inhibition, % at 20 µM, or IC50 in µM where a hit was titrated; hit rate 0.66% among 190,000
M17LAP inhibition – P. falciparum M17LAP inhibitors, primary screen, biochemical, fluorogenic H-Leu-NHMec substrate, 1536-well (AID 1619) | recombinant M17LAP, H-Leu-NHMec fluorogenic kinetic assay; higher % means a stronger effect | one-dose inhibition, % at 30 µM; IC50 in µM for titrated hits | hit rate 0.38% among 220,000;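 active means compound inhibiting the enzyme by more than half at any dose during confirmatory dose-response retesting; inconclusive means strong single-dose inhibitors picked by rank but not retested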;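 further: plate controls were full reaction with DMSO carrier for no effect and no enzyme background for full effect; strong numbers were not always called active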
UTI89 phage lysis – inhibition of K1F phage lysis, E. coli UTI89, bacterial capsule biogenesis inhibitors, alamar blue (AID 488966). E. coli UTI89 K1F phage lysis, alamar blue, 2 h; higher % means a stronger effect. inhibition, % at 100 µM, or IC50 in µM where a hit was titrated. hit rate 0.02% among 340,000;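 active means phage lysis inhibition, versus mean bacterial control, above a set limit; inconclusive means no clear call, values can overlap the other calls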;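 further: capsule biogenesis inhibitors block K1F phage lysis so surviving cells raise fluorescence; higher fluorescence means more inhibition of phage lysis; actives were called in the ten point dose series up to 300 µM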
West Nile antiviral – West Nile virus antiviral activity, cell-based, CPE readout (AID 1621); West Nile virus-infected cells, CPE inhibition; higher % means a stronger effect; hit rate 0.02% among 290,000; one-dose CPE inhibition, % at 10 µM; IC50 in µM for titrated hits; in the data active means a potency from the dose series; inconclusive means CPE inhibition mostly from about 3.7% at the one dose, without a potency; inactive means the rest, 99 in 100 with CPE inhibition below about 2.2%; further: strong numbers were not always called active
RSV CPE inhibition – inhibition of RSV-induced cytopathic effect – HEp-2 cells, primary 10 µM value included (AID 2391); CPE inhibition, % at 10 µM; hits with a dose series show IC50 in µM; hit rate 0.13% among 310,000; HEp-2 cells, RSV-induced CPE inhibition; higher % means a stronger effect; in the data active means a potency from the dose series; inconclusive means CPE inhibition mostly from about 23% at the one dose, without a potency; inactive means the rest, 99 in 100 with CPE inhibition below about 21%; further: strong numbers were not always called active
T cell HTS – T cell immune modulators affecting CD8 T cell-vesicle binding; 2C CD8+ T cell-vesicle binding, flow cytometry; hits give low values; calls only at 7 µM; hit rate 0.068% among 330,000; AID 2052;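 active means response, share of CD8 T cells binding vesicles, and their 90th percentile fluorescence all below set limits, cut at about 80% in these data, passing the limit was not always enough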
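Test system: purified 2C TCR transgenic mouse naive CD8+ T cells. Probe or stimulus: QL9-peptide-loaded Drosophila micro-vesicles bearing Ld, ICAM-1 and B7-1. Incubation: binding step 1.5 h, 37 °C, antibody labelling 20 min, ice. Measured by: flow cytometry of vesicle-bound cells.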
TNAP activators – stimulation of alkaline phosphatase TNAP activity – biochemical, luminescent, no phosphate acceptor, uHTS, primary screen (AID 1001); purified TNAP, luminescent activation assay, no phosphate acceptor; higher activation fold means a stronger effect; one-dose activation fold at 20 µM; EC50 in µM for titrated hits; hit rate 0.03% among 200,000; in the data active means activation fold from about 3, or a potency from the dose series; inactive means the rest, 99 in 100 with activation fold below about 1.6; further: many of its hits are not listed in these tables
T cell HTS vesicle-bound % – second read-out of T cell HTS, no call of its own (marks repeat the call); double positive events, %; measured here: CD8+ vesicle-bound cell fraction;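 binding gate set so that unloaded-vesicle control wells show 10% double positive cells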
* hit, by the source's call; i = inactive; ? = inconclusive; · = no result given; [ ] = remark or other dose. Unless noted, no stated cut-off is given here; in the data, active means inhibition above about 50%; inactive means the rest.

Screens in order – T cell HTS vesicle-bound %	M17LAP inhibition	West Nile antiviral	UTI89 phage lysis	T cell HTS	RSV CPE inhibition	PMI inhibition	TNAP activators	PMI inhibitors	P. falciparum M1AAP
> Cc1ccc(C(=O)NCC(c2ccc(F)cc2)N2CCOCC2)cc1 (stereo not drawn)
 : 38	14%	-0.4%	0.1%	i	-1.4%	·	·	·	6%
> COc1ccccc1N1C(=O)C2C3C=CC(C3)C2(C)C1=O (stereo not drawn)
 : 37	2%	-0.2%	0.5%	i	1.9%	4%	1.1	0%	7%
> COc1cccc(Cn2cccc(NC(=O)Nc3cccc(C#N)c3)c2=O)c1
 : 18	0%	-0.1%	·	i	4.8%	·	·	·	-8%
> CC1CCN(S(=O)(=O)c2ccc3c(c2)oc(=O)n3CC(=O)N2CCc3ccccc3C2)CC1
 : 25	-6%	-0.1%	-0.2%	i	1.3%	-8%	0.9	-13%	-1%
> c1ccc2nc(N3CCOCC3)cnc2c1
 : 13	1%	·	1.8%	i	3.0%	-4%	1.1	-3%	9%
> Cc1cc(C)cc(N(C)S(=O)(=O)c2nnc(NC(=O)C(C)C)s2)c1
 : 38	·	-1.2%	1.0%[50 µM]	i	5.6%	·	·	·	·
> CCC(=O)Nc1cc(SCCO)cc([N+](=O)[O-])c1
 : 24	10%	-0.1%	2.5%	i	0.8%	-2%	1.1	-6%	-3%
> CCOc1ccc(Oc2ccc(Cl)cc2NC(=O)CCNC(C)=O)cc1
 : 48	2%	-0.8%	0.2%	i	0.6%	6%	1.1	5%	2%
> Cc1c(C(=O)Nc2ccc(S(N)(=O)=O)cc2)oc2ccc(Cl)cc12
 : 43	3%	-0.4%	3.2%	i	-0.6%	-2%	1.1	9%	5%
> O=C(CN1c2ccccc2Sc2ccccc21)NNC(=O)Nc1cccc(Cl)c1
 : 18	6%	-0.5%	0.3%	i	0.1%	·	·	·	3%
> O=C(/C=C\Nc1cccc(F)c1)c1ccc2c(c1)OCO2
 : 33	13%	-1.1%	0.2%	i	-0.8%	0%	1	-3%	7%
> CC(C)(C)c1ccc(CN2C(=O)c3ccccc3S2(=O)=O)cc1
 : 41	·	0.8%	1.6%	i	13%	·	·	·	·
> O=c1c2c(-c3cccs3)csc2ncn1/N=C/c1ccc(OC(F)F)cc1
 : 16	7%	0.5%	0.3%	i	0.9%	7%	1.1	7%	8%
> CCCCN(C)Cc1c(C)[nH]c2c(Cl)cccc2c1=O
 : 25	3%	0.3%	2.2%	i	-1.2%	13%	1.1	16%	-3%
> CSCCC(NC(=O)OCc1ccccc1)C(=O)O (stereo not drawn)
 : 63	16%	0.2%	6.7%	i	0.2%	-3%	1.1	-3%	5%
> Cc1nc(N2CCOCC2)nc(OCCN2CCOCC2)c1[N+](=O)[O-]
 : 0	8%	0.2%	0.2%	i	-0.3%	2%	1.2	7%	8%
> CC1=C(C)CC(C(=O)NCc2cccc(Cl)c2)C(C(=O)O)C1 (stereo not drawn)
 : 41	·	0.4%	-0.3%	i	-1.2%	·	·	·	·
> COc1ccc(/C=C2\C(=O)ON=C2c2ccccc2)cc1
 : 50	·	-1.5%	-0.1%	i	2.3%	·	·	·	·
> CN1CCN(c2nc(-c3ccccc3)nc3c2oc2ccccc23)CC1
 : 21	·	-0.1%	0.2%	i	-0.3%	0%	1.1	3%	·
> CNc1oc(Cc2cccc3ccccc23)nc1C#N
 : ·	10%	0.6%	4.2%	·	15%	8%	1.2	10%	6%
> CCNC(=O)/C(C#N)=C/c1c(N2CCOCC2)nc2ccccn2c1=O
 : 21	-1%	-0.4%	0.1%	i	0.5%	-1%	1	-2%	5%
> Cc1ccc(N2C(=O)CSC2c2cccnc2)cc1F (stereo not drawn)
 : ·	26%	-0.2%	7.6%	·	0.9%	-3%	1.2	-5%	-3%
> COc1ccccc1C(=O)NNC(=O)c1ccc(Cl)cc1
 : 17	1%	-0.1%	-0.6%	i	3.4%	1%	1.1	3%	-4%
> CCC(Oc1ccccc1F)C(=O)NCCN1CCOCC1 (stereo not drawn)
 : 36	·	-0.2%	-0.2%	i	1.1%	·	·	·	·
> CN1C(=O)CC(Sc2ncccc2C(=O)O)C1=O (stereo not drawn)
 : 61	1%	0.0%	0.2%	i	-0.4%	7%	1.1	10%	7%
> Cc1ccccc1OCc1nnc(SCC(=O)Nc2ccc(N3CCOCC3)cc2)n1C
 : 22	·	0.4%	-0.2%	i	0.6%	·	·	·	·
> CCOC(=O)c1nnn(-c2nonc2N)c1COc1ccccc1
 : 1	-7%	-0.1%	-0.6%	i	1.0%	9%	1	10%	-2%
> CCNS(=O)(=O)c1ccc(-c2ccc(-n3cnnn3)cc2)cc1
 : 52	5%	0.5%	1.6%	i	-0.1%	-5%	0.9	-7%	-5%
> COc1cc(/C=C(\C#N)C(=O)NC2CCCCC2C)ccc1OS(=O)(=O)c1ccc(C)cc1 (stereo not drawn)
 : 40	-5%	-1.6%	1.7%	i	-1.4%	10%	1.1	18%	3%
> O=C(COC(=O)CCc1nc2ccccc2n1-c1ccccc1)Nc1cccc(Cl)c1
 : 47	37%	-0.7%	0.9%[50 µM]	i	0.8%	21%	1.1	17%	-6%
> Cn1c(N)c(C(=O)COC(=O)C2CCCC2)c(=O)n(C)c1=O
 : 50	13%	0.0%	0.0%	i	0.7%	-1%	1	4%	8%
> O=C(Nc1nc(-c2ccccn2)cs1)c1ccc(S(=O)(=O)N2CCCCC2)cc1
 : 32	-12%	?	·	i	-0.6%	·	·	·	-3%
> O=C(C1CCCO1)N(c1ccc(F)cc1)C1C=CS(=O)(=O)C1 (stereo not drawn)
 : 26	2%	-0.1%	0.6%	i	1.1%	53%*	1.1	-8%	-1%
> N=C1C(c2ccccc2)=C(O)CN1CCCO
 : 51	-2%	0.1%	0.0%	i	0.8%	-6%	1.1	-6%	2%
> COc1cccc(CNC(=O)c2cccc(NC3=NC4CS(=O)(=O)CC4S3)c2)c1 (stereo not drawn)
 : 24	·	-0.2%	-0.9%	i	1.4%	·	·	·	·
> CSc1cccc(NC(=O)CSc2nc3ccccc3o2)c1
 : 43	12%	0.1%	2.8%	i	1.6%	15%	1	19%	10%
> CNc1nc(-c2ccccc2)cc(C)c1S(C)(=O)=O
 : 3	-32%	-0.7%	0.7%	i	?	56%*	1.1	3%	22%
> O=C(Nc1nnc(SCc2ccccn2)s1)C1CC(=O)N(c2ccccc2)C1 (stereo not drawn)
 : 40	4%	0.1%	0.1%	i	2.7%	6%	1	6%	2%
> COc1ccc(C(=O)Nc2cccc3c2C(=O)NC3=O)cc1S(=O)(=O)N1CCOCC1
 : 43	-11%	·	-1.6%	i	1.4%	8%	1	13%	-1%
> COc1cc(OC)cc(C(=O)N[C@H](C(=O)OCC(N)=O)C(C)C)c1
 : 45	9%	0.5%	2.8%[50 µM]	i	2.6%	3%	1.1	-4%	3%
> CC(=O)c1ccc(NC(=O)c2ccc3nc(-c4ccco4)c(-c4ccco4)nc3c2)cc1
 : 51	34%	0.6%	-1.5%	i	8.1%	-48%	0.9	-24%	11%
> COCCNC(=O)Cn1nc(-c2ccccc2OC)ccc1=O
 : 48	-6%	0.8%	0.9%	i	0.1%	1%	1.1	-4%	4%
> Cc1sc2ncn(CC(=O)Nc3cccc(S(N)(=O)=O)c3)c(=O)c2c1-c1ccccc1
 : 26	19%	-0.1%	0.0%	i	2.1%	·	·	·	3%
> CC(/C=C/c1ccc2c(c1)OCO2)=N/NC(=O)CNc1ccc(C)cc1
 : 29	·	2.0%	0.1%	i	-0.6%	·	·	·	·
> COc1ccc(C)cc1NC(=O)CCNS(=O)(=O)c1cccc2nonc12
 : 35	·	-0.9%	-0.5%	i	-0.5%	·	·	·	·
> c1ccc(OCCSc2nc3ccccc3[nH]2)cc1
 : 25	17%	-0.2%	-0.6%	i	5.9%	-1%	1.3	-2%	1%
> O=C(O)CCC(C(=O)O)n1c(O)c(C2=c3ccccc3=NC2=O)sc1=S (stereo not drawn)
 : 0	49%	-0.6%	0.6%	i	2.6%	18%	0.9	23%	20%
> O=C(NC1CCCc2ccccc21)C1CCN(c2nnc(-n3cccc3)s2)CC1 (stereo not drawn)
 : 39	7%	-0.2%	-1.4%	i	1.3%	6%	1.4	3%	8%
> O=C(CO/N=C/c1ccccc1Cl)N1CCCc2ccccc21
 : 20	1%	-0.2%	8.0%	i	6.6%	9%	1	18%	5%
> Cc1occc1-c1nnc(SCC(=O)Nc2nc3ccccc3s2)o1
 : 1	15%	0.3%	3.0%	i	0.7%	-4%	1	-6%	1%
> CCOC(=O)N1CCN(C(=O)CCNS(=O)(=O)c2ccc3c(c2)c(=O)n(C)c(=O)n3C)CC1
 : 21	14%	0.3%	-0.7%	i	0.0%	-5%	1.1	1%	2%
> CCOC(=O)c1ccc2nc(C)c(CC)c(Cl)c2c1
 : 66	-3%	-0.3%	0.1%	i	-2.6%	-2%	1	-1%	3%
> Cn1c(C(O)c2ccccc2)nc(Cl)c1Cl (stereo not drawn)
 : 10	-12%	-0.3%	0.5%	i	2.9%	3%	1.1	3%	6%
> O=C(COc1ccccc1)Nc1ccccc1N1CCN(c2ccc(F)cc2)CC1
 : ·	8%	0.8%	0.0%	·	1.1%	2%	1.2	-2%	5%
> CC(C)CN(C(=O)CSc1nncn1-c1ccccc1)c1c(N)n(CC(C)C)c(=O)[nH]c1=O
 : 54	-4%	0.2%	0.3%	i	0.2%	4%	1	3%	2%
